# Assay outcomes as filed in PubChem BioAssay.
# Siah-1 displacement = Siah-1 peptide-binding antagonists, primary screen, biochemical, fluorescence polarization, rhodamine-plectin, uHTS (AID 1817); Siah-1 / rhodamine-plectin peptide fluorescence polarization; higher % means a stronger effect; displacement, % at 20 µM, or IC50 in µM where a hit was titrated; 0.02% of 290,000 active;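 active = displacement of at least 50% at 20 µM, with a fluorescence ratio check between 0.3 and a set limit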;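 note: plate controls were Siah plus tracer with DMSO for no effect and tracer alone without Siah for full effect; strong numbers were not always called active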
# Hep lipid drop = hepatic lipid droplet formation modulation; 0.4% of 240,000 active; AML12 mouse hepatocytes, oleate lipid droplets, BODIPY imaging; inhibition, % at 6.5 µM;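 active = lipid droplet intensity inhibited by at least 50%, with more than 500 cells counted; inconclusive = wells with under 300 cells, treated as cytotoxic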
#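 Assay system: AML12 mouse liver cells | Compound: 6.5 µM single-point dosing | Schedule: Overnight exposure | Technique: Fluorescence imaging, 20x objective, two fields per well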
# LYP inhibition = inhibitors of LYP phosphatase, biochemical, fluorescence intensity, uHTS (AID 1779). inhibition, % at 11.5 µM, or IC50 in µM where a hit was titrated. recombinant LYP phosphatase, fluorescence intensity; higher % means a stronger effect. 0.054% of 290,000 active;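 note: plate controls were vehicle with enzyme for no effect and no enzyme for full effect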
# HIV fusion peptide = inhibitors of HIV fusion peptide binding, primary screen, biochemical, uHTS, fluorescence dequenching (AID 1986); 0.3% of 290,000 active; cell-free peptide binding, fluorescence dequenching, 30 min; higher % means a stronger effect; inhibition, % at 20 µM, or IC50 in µM where a hit was titrated; in the data active = inhibition mostly above about 52%, no sharp cut-off; inactive = mostly below about 76%; note: some results filed as inactive read as strong as hits
# HEK293 NOD2/NF-kB = NOD2 signaling inhibitors, cell-based, luminescence, uHTS, HEK293 (AID 1566); inhibition, % at 4 µM, or EC50 in µM where a hit was titrated; HEK293 NOD2/NF-kB luciferase reporter, luminescence; higher % means a stronger effect; 0.63% of 290,000 active; note: many of its hits are not listed in these tables
# NS5 inhibitors = flavivirus cap methylation enzyme inhibition – biochemical, confirmation dose response, primary screen (AID 588689); one-dose inhibition, % at 25 µM; IC50 in µM for titrated hits; 0.3% of 340,000 active; Dengue-2 NS5 methyltransferase capping enzyme assay, biochemical; higher % means a stronger effect; in the data active = a potency from the dose series; inconclusive = inhibition above about 29% without an active follow-up result
# Myeloid diff MLP = promotes myeloid progenitor differentiation | ER-HoxA9 myeloid progenitors, lysozyme-GFP differentiation, flow cytometry | calls only at 10 µM | 1% of 360,000 active;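 active = normalized GFP-positive differentiation at or above the plate's own cutoff, the solvent-only control mean plus 3 SD; inconclusive = no clear call, values can overlap the other calls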;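 note: cells exposed to compound for four days before flow analysis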
# XIAP displacement = XIAP antagonists, biochemical, IAP family, fluorescence polarization (AID 1018); XIAP BIR domain, fluorescence polarization peptide displacement; higher % means a stronger effect; one-dose displacement, % at 20 µM; IC50 in µM for titrated hits; 0.007% of 200,000 active; in the data active = displacement above about 50%; note: a part of the inactive calls stands beside numbers as strong as those of hits
# AID2073 = inhibitors of Mint1-CaV2.2 protein interaction, biochemical, HTRF (AID 2073) | HTRF protein-protein interaction, Mint1-CaV2.2; higher % means a stronger effect | one-dose inhibition, % at 20 µM; IC50 in µM for titrated hits | 0.19% of 290,000 active; in the data active = inhibition mostly above about 51%, no sharp cut-off; inconclusive = no clear call, values can overlap the other calls; inactive = mostly below about 53%; note: some results filed as inactive read as strong as hits
# Hep lipid drop cells 6.5 µM = further read-out of Hep lipid drop, marked with its call; cell count; measured here: cell count, cytotoxicity flag;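 cells counted across two imaged fields per well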
# NS5 inhibitors pilot replicate = second read-out of NS5 inhibitors, no call of its own (marks repeat the call); inhibition, %; measured here: pilot screen replicate inhibition
# Myeloid diff MLP GFP+ MAC1+ % = further read-out of Myeloid diff MLP, marked with its call; GFP+ MAC1+ double positive, %; measured here: differentiation confirmed by MAC1 staining
# The depositor's hits bear a star; i = inactive; ? = inconclusive; . = no result given; + = active, no number. Cut-off read from the data, not from the text of the source, unless noted: active = inhibition above about 50%; inactive = the rest. Only part of the results is shown (hit frequency here may not be typical).
# Start of the data: the first 2 records, to show the layout:
SMILES,Siah-1 displacement,Hep lipid drop,Hep lipid drop cells 6.5 µM,LYP inhibition,HIV fusion peptide,HEK293 NOD2/NF-kB,NS5 inhibitors,Myeloid diff MLP,Myeloid diff MLP GFP+ MAC1+ %,XIAP displacement,AID2073,others
O=C1NC(c2ccccc2)=C(c2nc3ccccc3s2)C(c2ccc(O)cc2)N1 (centres undefined),-3%,-2,745,5%,-2.2%,3%,-5%,+,38*,-7.5%,12%,
CC(C)Cn1c(=O)c(CCC(=O)Nc2ccc(N3CCOCC3)cc2)nc2cc(Cl)ccc21,-9%,-2,722,-13%,-1.9%,-3%,1%,i,5.0,.,-2%,

# The list itself, from the start:
SMILES,Siah-1 displacement,Hep lipid drop,Hep lipid drop cells 6.5 µM,LYP inhibition,HIV fusion peptide,HEK293 NOD2/NF-kB,NS5 inhibitors,Myeloid diff MLP,Myeloid diff MLP GFP+ MAC1+ %,XIAP displacement,AID2073,others
O=C1NC(c2ccccc2)=C(c2nc3ccccc3s2)C(c2ccc(O)cc2)N1 (centres undefined),-3%,-2,745,5%,-2.2%,3%,-5%,+,38*,-7.5%,12%,
CC(C)Cn1c(=O)c(CCC(=O)Nc2ccc(N3CCOCC3)cc2)nc2cc(Cl)ccc21,-9%,-2,722,-13%,-1.9%,-3%,1%,i,5.0,.,-2%,
COc1cc(OC)cc(-c2nnc(SCc3cccc(C(=O)O)c3)o2)c1,-2%,0,801,-12%,-0.3%,30%,-4%,i,0.9,-5.3%,0%,
CCOc1ccccc1OCCCC(=O)Nc1nc2ccccc2[nH]1,0%,-33,629,-11%,-0.1%,-17%,-2%,i,0.8,-6.6%,7%,
COc1ccc(/C=N/n2c(-c3n[nH]c4c3CCC4)n[nH]c2=S)cc1,7%,6,733,-4%,0.0%,-3%,0%,i,0.4,.,-36%,
COC(=O)c1ccc(OCCn2cnc3ccccc3c2=O)cc1,0%,.,.,0%,-1.5%,-37%,-3%,i,9.5,-20%,9%,
CCCCN1CNC(=S)N(c2ccccc2OCC)C1,0%,-10,594,4%,2.0%,2%,1%,i,0.4,-3.6%,-13%,
CC(C)(C)OC(=O)[C@H](Cc1ccccc1)NC(=O)c1[nH]cnc1C(=O)Nc1ccc(Cl)cc1,12%,6,638,11%,1.5%,15%,6%,i,1.2,.,9%,
CCCCc1nnc(SCC(=O)Nc2nccs2)n1CC,3%,-10,812,-7%,-1.8%,-2%,0%,i,5.1,.,5%,
CCn1nc(C)c(Br)c1C(=O)Sc1ccccc1Cl,0%,2,778,-6%,1.9%,28%,-1%,i,0.8,.,-59%,
Cc1ccc(S(=O)(=O)N2CCCOC2CNC(=O)C(=O)NCc2ccncc2)cc1 (centres undefined),-9%,-2,674,-13%,1.0%,10%,-9%,i,0.0,-3.9%,2%,
O=C(CSc1ncn[nH]1)NCCc1ccc(Cl)cc1,2%,-2,803,-10%,-1.8%,8%,0%,i,0.7,.,7%,
Cc1c(/C=N/Nc2nc3ccccc3[nH]2)c2ccccc2n1C,-15%,26,704,-2%,-2.8%,-176%,-10%,i,0.4,.,-19%,
COCCCNC(=O)CCc1ccc(S(=O)(=O)Nc2ccc(C)cc2)cc1,4%,12,817,-6%,-1.4%,12%,1%,i,3.0,1.1%,-12%,
CN(Cc1c(C(=O)N/N=C/c2ccc(O)cc2)nnn1-c1nonc1N)c1ccccc1,-6%,12,736,-8%,-1.6%,20%,-5%,i,5.7,.,6%,
COc1cccc(/C=N/Nc2snc(SC)c2C#N)c1O,-5%,-18,727,2%,13%,0%,-1%,i,0.4,-2.4%,8%,
CN1CCN(C(=O)CCC(=O)NCc2ccc(F)cc2)CC1,2%,-7,827,-11%,-0.3%,5%,2%,i,0.6,.,-5%,
O=C(NNC(=O)c1ccc(-c2ccccc2)cc1)c1ccccc1,25%,4,686,-2%,3.7%,-14%,1%,i,0.2,-2.7%,-2%,
Cc1nc2ccccc2c(=O)n1CCc1ccc(O)cc1,7%,5,846,-10%,-1.4%,13%,-5%,i,0.3,.,6%,
COc1ccccc1CNC(=O)[C@H](C)NC(=O)C1CCN(C(=O)[C@@H]2CCCN2C(=O)OC(C)(C)C)CC1,5%,-2,759,0%,1.4%,17%,-3%,i,2.2,.,4%,

# Some of these compounds in order of formula weight, highest first.
SMILES,Siah-1 displacement,Hep lipid drop,Hep lipid drop cells 6.5 µM,LYP inhibition,HIV fusion peptide,HEK293 NOD2/NF-kB,NS5 inhibitors,Myeloid diff MLP,Myeloid diff MLP GFP+ MAC1+ %,XIAP displacement,AID2073,others
COc1ccccc1CNC(=O)[C@H](C)NC(=O)C1CCN(C(=O)[C@@H]2CCCN2C(=O)OC(C)(C)C)CC1,5%,-2,759,0%,1.4%,17%,-3%,i,2.2,.,4%,
CC(C)(C)OC(=O)[C@H](Cc1ccccc1)NC(=O)c1[nH]cnc1C(=O)Nc1ccc(Cl)cc1,12%,6,638,11%,1.5%,15%,6%,i,1.2,.,9%,
CN(Cc1c(C(=O)N/N=C/c2ccc(O)cc2)nnn1-c1nonc1N)c1ccccc1,-6%,12,736,-8%,-1.6%,20%,-5%,i,5.7,.,6%,
COc1cc(OC)cc(-c2nnc(SCc3cccc(C(=O)O)c3)o2)c1,-2%,0,801,-12%,-0.3%,30%,-4%,i,0.9,-5.3%,0%,
CCn1nc(C)c(Br)c1C(=O)Sc1ccccc1Cl,0%,2,778,-6%,1.9%,28%,-1%,i,0.8,.,-59%,
COc1ccc(/C=N/n2c(-c3n[nH]c4c3CCC4)n[nH]c2=S)cc1,7%,6,733,-4%,0.0%,-3%,0%,i,0.4,.,-36%,
CCOc1ccccc1OCCCC(=O)Nc1nc2ccccc2[nH]1,0%,-33,629,-11%,-0.1%,-17%,-2%,i,0.8,-6.6%,7%,
CCCCc1nnc(SCC(=O)Nc2nccs2)n1CC,3%,-10,812,-7%,-1.8%,-2%,0%,i,5.1,.,5%,
COC(=O)c1ccc(OCCn2cnc3ccccc3c2=O)cc1,0%,.,.,0%,-1.5%,-37%,-3%,i,9.5,-20%,9%,
COc1cccc(/C=N/Nc2snc(SC)c2C#N)c1O,-5%,-18,727,2%,13%,0%,-1%,i,0.4,-2.4%,8%,
O=C(NNC(=O)c1ccc(-c2ccccc2)cc1)c1ccccc1,25%,4,686,-2%,3.7%,-14%,1%,i,0.2,-2.7%,-2%,
CN1CCN(C(=O)CCC(=O)NCc2ccc(F)cc2)CC1,2%,-7,827,-11%,-0.3%,5%,2%,i,0.6,.,-5%,
O=C(CSc1ncn[nH]1)NCCc1ccc(Cl)cc1,2%,-2,803,-10%,-1.8%,8%,0%,i,0.7,.,7%,
CCCCN1CNC(=S)N(c2ccccc2OCC)C1,0%,-10,594,4%,2.0%,2%,1%,i,0.4,-3.6%,-13%,

# More entries
SMILES,Siah-1 displacement,Hep lipid drop,Hep lipid drop cells 6.5 µM,LYP inhibition,HIV fusion peptide,HEK293 NOD2/NF-kB,NS5 inhibitors,Myeloid diff MLP,Myeloid diff MLP GFP+ MAC1+ %,XIAP displacement,AID2073,others
COc1ccc(-c2nnnn2C)cc1S(=O)(=O)Nc1ccc(C)cc1C,0%,-15,794,-10%,1.2%,5%,-8%,i,1.0,.,-2%,
Cc1noc(C)c1COC(=O)C1CC(O)CN1S(=O)(=O)c1ccc(Cl)cc1 (centres undefined),3%,5,784,-2%,0.9%,2%,-2%,i,0.5,-2.4%,4%,
CC1=CCCC(C)(C)C1/C=C/C(C)=N/NC(=O)c1ccncc1 (centres undefined),6%,-7,678,-2%,-0.4%,.,-9%,i,0.3,-3.6%,11%,
O=C(Oc1cc(=O)n2ccccc2n1)c1ccccc1,-1%,-24,654,1%,0.9%,-7%,-2%,i,0.6,-29%,10%,
O=C(NCCNc1ccc([N+](=O)[O-])cc1Cl)c1ccccc1F,-2%,9,796,-8%,-1.5%,-6%,-3%,i,1.7,.,-1%,
FC(F)(F)c1cccc(Cc2noc(CN3C[C@@H]4CCC[C@H]3C4)n2)c1,1%,-2,707,-5%,-1.8%,2%,0%,i,0.8,-4.5%,-4%,
CC(C)NC(=O)c1onc(CSc2ccccn2)c1C(=O)NC(C)C,0%,.,.,-8%,-1.0%,10%,1%,i,1.7,.,-1%,
O=C1CC[C@@H](CN(Cc2ccccc2)Cc2cn[nH]c2-c2cc3ccccc3o2)N1,-3%,18,751,-2%,0.1%,-1%,-4%,i,0.1,-5.2%,6%,
CCCCNC(=O)Cn1nc([N+](=O)[O-])c([N+](=O)[O-])c1C,0%,-10,650,-6%,1.6%,17%,-6%,i,1.8,-8.2%,4%,
O=C(Nc1ccccc1)C1=C[C@H](c2ccc3c(c2)OCO3)C[C@H](OCCCCO)O1,-5%,-32,717,-4%,7.8%,-47%,-3%,i,2.0,-3.0%,4%,
C[C@@H](CN1C2=NC[C@H](Cc3ccccc3)N2C[C@H]1Cc1ccc(O)cc1)NC(=O)CCC1CCCCC1,0%,-3,726,2%,-1.3%,18%,-7%,i,1.0,-8.3%,1%,
COc1ccccc1CNC(=O)C1CCCC1,-3%,-3,754,-12%,-0.6%,9%,-16%,i,2.3,.,10%,
O=C1[C@H]2[C@@H](/C=C/c3ccccc3)N3C(=O)CN(CCO)C(=O)[C@@]3(Cc3ccccc3)[C@H]2C(=O)N1c1ccccc1,6%,5,840,-10%,1.7%,0%,2%,i,0.8,.,16%,
COc1ccccc1-n1c(SCc2cc(=O)oc3cc(O)ccc23)nc2ccccc2c1=O,25%,12,608,7%,20%,17%,-1%,i,0.3,-5.3%,26%,
COc1ccc2c(=O)c(-c3ccccc3C)c(C)oc2c1,3%,.,.,-7%,-1.6%,17%,-6%,i,1.0,-5.3%,26%,
O=C(CSc1nnnn1-c1cccc(O)c1)NC1CC1,-1%,1,847,-6%,0.5%,7%,-3%,i,1.2,.,5%,
COc1ccc(CNc2ccccn2)c(O)c1,-1%,.,.,-7%,-0.3%,3%,-7%,i,0.3,.,10%,NS5 inhibitors pilot replicate=2.4
N#Cc1cccc(CN2CCC(=O)N([C@H](CO)c3ccccc3)CC2)c1,-2%,.,.,-13%,0.5%,4%,0%,i,1.3,.,6%,
CCOC12CC(C)(C)CC(C)(CC3=C1C(=O)CC(C)(C)C3)C2 (centres undefined),0%,4,719,-8%,-1.3%,-4%,13%,i,0.0,-2.5%,3%,
C=CCNc1nc(SCC=C)nc2ccsc12,2%,.,.,2%,1.8%,14%,-4%,i,0.9,-4.0%,16%,
O=c1c(/C=N/O)c(Nc2ccccc2)nc2ccccn12,-6%,.,.,-5%,-2.7%,18%,-3%,i,0.9,-1.4%,1%,
CN(C)c1nc(NC(C)(C)C)nc(NC(C)(C)C)n1,8%,11,684,-6%,0.2%,-8%,-2%,i,0.1,-4.2%,6%,
CCn1c(SCC(=O)NNC(=O)c2ccc(C)cc2)nnc1C1CC1,2%,-3,783,-8%,1.1%,1%,-15%,?,.,.,8%,
